Tn6 DDE FP – DD(E)-Tn6 binding inhibition, primary FP screen; actives 0.21% (n = 370,000); inhibition, % at 8.3 µM; P02675; Fibrin DD(E) TRITC-Tn6 fluorescence polarization displacement; AID 720509;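 active = inhibition above a per-campaign cutoff: mean of compounds within control limits plus 3 SD, cut at about 15% in these data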;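 also: 0% = median of all compound wells on the plate and 100% = blocking peptide control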
Target sequence (P02675 whole entry, looked up): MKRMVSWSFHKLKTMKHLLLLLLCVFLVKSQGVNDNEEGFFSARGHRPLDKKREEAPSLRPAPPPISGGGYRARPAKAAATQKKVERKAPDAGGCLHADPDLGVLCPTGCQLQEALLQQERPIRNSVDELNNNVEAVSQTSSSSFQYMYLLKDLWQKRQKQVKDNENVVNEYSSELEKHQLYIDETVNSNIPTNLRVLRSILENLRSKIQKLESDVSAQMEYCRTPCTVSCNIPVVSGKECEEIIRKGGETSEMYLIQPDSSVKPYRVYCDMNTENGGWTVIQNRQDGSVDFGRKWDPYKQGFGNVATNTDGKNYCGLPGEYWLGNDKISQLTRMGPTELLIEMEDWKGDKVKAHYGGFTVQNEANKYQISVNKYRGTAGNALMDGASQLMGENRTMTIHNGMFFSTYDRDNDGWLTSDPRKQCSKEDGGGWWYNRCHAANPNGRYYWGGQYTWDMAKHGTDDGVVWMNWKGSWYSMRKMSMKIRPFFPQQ
UHRF1 binding – human UHRF1 methylated DNA binding inhibitors; UHRF1 binding to methylated oligo, TR-FRET; inhibition, % at 4.4 µM; actives 0.75% (n = 370,000); in the data active = inhibition above about 21%;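 also: UHRF1 SRA domain binding a hemimethylated CpG hairpin DNA probe; 0% = median of test compound wells and 100% = reference inhibitor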
SIAE inh – inhibitors of human sialic acid acetylesterase SIAE; SIAE FP-Rh probe binding, fluorescence polarization; inhibition, % at 9.66 µM; actives 0.69% (n = 370,000); AID 1053197;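 active = inhibition above a cutoff: mean of compounds within the control limits plus 3 SD of those, cut at about 17% in these data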;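 also: 0% = plate median of compound wells and 100% = probe without SIAE protein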
MBD2 DNA inh – MBD2-methylated oligo binding inhibition. Q9UBB5. inhibition, % at 4.4 µM. TR-FRET, MBD2 binding to methylated oligonucleotide. actives 0.31% (n = 370,000); in the data active = inhibition above about 13%
TDP2 inh – TDP2 (human) inhibition, absorbance primary screen; O95551; recombinant TDP2, T5PNP hydrolysis, p-nitrophenol absorbance 415 nm; inhibition, % at 12.8 µM; actives 0.34% (n = 370,000);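 active = inhibition above the mean of all tested compounds plus 3 SD, set per campaign, cut at about 25% in these data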;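 also: 0% = DMSO with enzyme and 100% = buffer with substrate but no TDP2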
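Material: recombinant human TDP2; quantity: TDP2 enzyme at 120 nM final; medium: Tris-HCl pH 7.5 with MgCl2; compound: single concentration, 12.8 µM nominal, with 1% DMSO; incubation: 2 h enzyme incubation at 37 °C; signal: epi absorbance; measure: percent inhibition; benchmarks: high control without enzyme, low control DMSO plus TDP2; repeats: singlicate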
KLK7 zymogen act – proKLK7 (human) activation, primary screen | P49862 | purified proKLK7, EDANS-DABCYL substrate fluorescence; 100% is mature enzyme control, 0% vehicle | activation, % at 7 µM | actives 0.9% (n = 370,000) | AID 652039;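 active = activation above the mean of all tested compounds plus 3 SD, computed per campaign excluding outliers beyond control limits, cut at about 13% in these data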
DDE Tn7 FP inh – disrupts Tn7 cyclic peptide binding to fibrin D-Dimer-E complex | AID 720508 | inhibition, % at 8.3 µM | P02675 | FP displacement of FITC-Tn7 peptide from fibrin DD(E); 0% = median of compound wells per plate | actives 0.13% (n = 370,000);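 active = inhibition above the mean of compounds falling within the control limits plus 3 SD of them, cut at about 14% in these data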;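 also: 0% = plate median of compound wells and 100% = 10 µM Aha-Tn7 peptide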
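assay system = human clot-derived fibrin DD(E) complex | quantity = Fibrin-DD(E) at 2 µM final | timing = 10 min preincubation, 3 h with tracer, room temperature | signal = fluorescence polarization | measure = percent inhibition | benchmarks = high control wells with 10 µM unlabelled Aha-Tn7 peptide (full inhibition) | replicates = singlicate testing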
TCR CD3 inh – inhibitors of human TCR-CD3 interaction | TAMRA-labeled TCR probe fluorescence, biochemical | inhibition, % at 9.4 µM | actives 0.37% (n = 360,000); in the data active = inhibition above about 19%;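 also: recombinant mutant TCR 2C K166C tagged with TAMRA read by polarization; 0% = receptor in buffer alone and 100% = receptor with positive control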
LEDGF integ inh – blocks HIV-1 LEDGF/p75-dependent DNA integration; TR-FRET IN-LEDGF/p75 DNA integration, Eu/Cy5; inhibition, % at 3.7 µM; actives 0.64% (n = 370,000); AID 743269;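 active = inhibition above the screen-wide mean plus 3 SD, cut at about 13% in these data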;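 also: signal is the Cy5 over europium emission ratio at 671 and 618 nm; 0% = plate median of compound wells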
PRMT1 inh – PRMT1 (human) inhibition, primary screen. actives 1.3% (n = 370,000). recombinant PRMT1, activity-based probe fluorescence polarization. inhibition, % at 2.79 µM. AID 652257. Q99873;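 active = inhibition above about 21% made by adding two undisclosed values, limit read from the data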
Target sequence (Q99873 whole entry, looked up): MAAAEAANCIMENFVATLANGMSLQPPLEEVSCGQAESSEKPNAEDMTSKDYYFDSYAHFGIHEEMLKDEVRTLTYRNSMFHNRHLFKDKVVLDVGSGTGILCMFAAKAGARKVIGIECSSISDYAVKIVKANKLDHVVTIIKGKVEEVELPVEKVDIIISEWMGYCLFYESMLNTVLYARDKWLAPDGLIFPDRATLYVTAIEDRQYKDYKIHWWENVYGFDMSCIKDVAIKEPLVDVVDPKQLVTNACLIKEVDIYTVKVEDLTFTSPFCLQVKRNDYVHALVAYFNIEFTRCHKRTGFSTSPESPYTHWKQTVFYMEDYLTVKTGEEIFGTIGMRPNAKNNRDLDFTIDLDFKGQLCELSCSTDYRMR
Numbers without * were called inactive; · = not tested or not shown.

SMILES	Tn6 DDE FP	UHRF1 binding	SIAE inh	MBD2 DNA inh	TDP2 inh	KLK7 zymogen act	DDE Tn7 FP inh	TCR CD3 inh	LEDGF integ inh	PRMT1 inh
CN1C(=S)SC(N(O)C(=O)NC2CCCCC2)C1(C)C (centres undefined)	3	1	3	-2	-7	-0.4	-4	0	2	-1
Cn1c(NCc2cccc(Br)c2)nc2ccccc21	4	-1	3	3	3	0.6	3	-3	1	-2
CN1CCCN(S(=O)(=O)c2cccc(C#N)c2)CC1	2	4	2	-2	13	-0.1	-6	8	1	1
O=c1c2c(nc3n1CCCCC3)sc1c(O)cccc12	3	-2	-1	-5	9	-0.8	8	6	2	-1
Nc1c2c(nc3ccc(Br)cc13)N(c1ccccc1)CC2	-6	-7	-1	1	-2	-0.1	-1	6	0	23*
Cc1ccc(Oc2ccc(NC(=O)C3=CC=CN4CCS(=O)(=O)N=C34)cc2)cc1	-2	-3	-9	-4	-11	-39	8	-7	1	-1
CCn1c(SCC(=O)N2CCC(C)CC2)nc2c(c1=O)SCC2	-10	-1	-2	2	4	0.1	3	2	-3	2
COc1cccc2cc(-c3nnc(SCC(=O)Nc4cc(C(F)(F)F)ccc4Cl)n3N)oc12	3	3	-4	3	2	0.3	-2	-9	-1	1
O=C(c1ccccc1)c1ccccc1C(=O)N1CCCC1	7	0	8	0	-6	0.5	-11	4	-2	-5
Cc1ccc(C(=O)NCc2ccco2)c(C)c1	2	2	-6	2	-1	-0.5	7	-10	-7	-2
COc1cc(C(=O)NCCC(=O)NC2CCCc3ccccc32)cc(OC)c1OC (centres undefined)	6	0	-4	5	-14	-0.2	4	3	-5	2
CCC(=O)Nc1nc2ccc3sc(C)nc3c2s1	3	0	1	-5	-9	-0.2	-8	1	-2	-6

No new results follow: an excerpt of the list.
SMILES	Tn6 DDE FP	UHRF1 binding	SIAE inh	MBD2 DNA inh	TDP2 inh	KLK7 zymogen act	DDE Tn7 FP inh	TCR CD3 inh	LEDGF integ inh	PRMT1 inh
CN1C(=S)SC(N(O)C(=O)NC2CCCCC2)C1(C)C (centres undefined)	3	1	3	-2	-7	-0.4	-4	0	2	-1
Cn1c(NCc2cccc(Br)c2)nc2ccccc21	4	-1	3	3	3	0.6	3	-3	1	-2
CN1CCCN(S(=O)(=O)c2cccc(C#N)c2)CC1	2	4	2	-2	13	-0.1	-6	8	1	1
O=c1c2c(nc3n1CCCCC3)sc1c(O)cccc12	3	-2	-1	-5	9	-0.8	8	6	2	-1

Continuation.
SMILES	Tn6 DDE FP	UHRF1 binding	SIAE inh	MBD2 DNA inh	TDP2 inh	KLK7 zymogen act	DDE Tn7 FP inh	TCR CD3 inh	LEDGF integ inh	PRMT1 inh
C[C@@H]1[C@@H](O)C[C@@]2(C[C@H](O)c3cc(Cl)ccc3O2)O[C@H]1c1ccccc1Cl	-3	-1	5	9	9	0.3	-4	·	4	1
CCCOc1ccc(C(=O)NC(=S)Nc2nc3ccccc3s2)cc1	-7	4	-6	6	-11	-0.5	3	2	1	4
Cc1cc2nc3n(c2cc1C)CCCN3	11	2	2	1	12	0.6	-1	8	-1	-3
COc1ccc(-c2nnc(SCC(=O)NCc3ccco3)n2C)cc1	-4	1	-3	-1	-10	0.2	-1	5	4	0
Cc1nc2c3cc(Cl)ccc3n(CCN3CCOCC3)c2s1	-2	0	-5	-3	-5	0.2	-3	5	-1	4
COc1cc(C(=S)N2CCCCC2)ccc1O	1	-3	2	2	10	0.2	0	0	0	3
CCCOc1cccc(C2/C(=C(/O)c3ccc4c(c3)CC(C)O4)C(=O)C(=O)N2CCN2CCOCC2)c1 (centres undefined)	6	-4	5	2	-2	0.5	4	0	-1	-1
O=C1CC(c2ccccc2)CC(O)=C1C=NCC1CCCO1 (centres undefined)	2	2	5	7	2	-0.3	-1	-3	1	-1
Cc1ccc(OCC(=O)NC(C)c2ccccc2)c([N+](=O)[O-])n1 (centres undefined)	13	0	1	-4	0	-0.3	-3	3	0	0
S=C(NCCCc1cnc[nH]1)NCCCN(Cc1ccccc1)c1ccc(Br)cn1	-15	0	9	3	-11	-0.4	-3	-3	-1	2
Cc1c(NC(=S)NC(=O)c2cccc3ccccc23)cccc1C(=O)O	1	1	-7	2	5	1.2	-1	5	-1	-1
COCCN(CCOC)C(=O)CSc1ccc(S(=O)(=O)N2CCN(C)CC2)cn1	7	3	0	2	-4	-0.4	-1	1	-4	0
Cc1cc([N+](=O)[O-])nn1CC(=O)NNC(=S)Nc1ccc(Cl)cc1	-6	-2	4	3	-20	0.1	-3	4	-1	-4
NS(=O)(=O)c1ccc(CCNC(=O)CCCOc2ccccc2)cc1	-2	2	-10	2	4	0.4	6	-5	-1	5
COc1cc(/C=C(/NC(=O)c2ccccc2)C(=O)Nc2ccccc2)c([N+](=O)[O-])cc1OC	-5	-6	0	-3	5	-0.2	1	2	1	-2
O=C1C(c2c(O)[nH]c3ccccc23)=Nc2ccccc21	6	-2	5	2	5	0.0	11	5	-1	1
C[C@@]1([C@@H](NC(=O)c2cccs2)c2ccc(-c3ccccc3)cc2)C[C@H]1C1CCCCC1	9	-1	-5	4	1	0.2	10	2	2	-1
COc1ccc(C(=O)N/N=C/c2cccnc2)cc1	-4	-1	11	-3	-9	-0.6	6	10	3	-7
Cc1ccc(SCc2noc(C(=O)NC(C)C)c2C(=O)O)cc1C	3	5	0	5	3	0.5	-4	-4	2	4
CCOC(=O)C1(Cc2cccc(OC)c2)CCCN(S(=O)(=O)CC)C1 (centres undefined)	-2	-2	14	5	16	0.3	-2	-5	0	-4
CCN(C(=O)CN1CCc2ccccc21)c1c(N)n(Cc2ccccc2)c(=O)[nH]c1=O	-5	3	-15	-7	-17	-10	0	-10	4	-5
COc1ccccc1C1=NOC(C)(c2nnc(-c3cccc(Cl)c3)o2)C1 (centres undefined)	-6	2	-2	-1	-19	0.6	-5	-4	2	1
COc1cc(OC)c(-c2oc3ccccc3c(=O)c2O)c(OC)c1	3	-3	4	-4	6	-1.8	-1	-3	3	-3
CN(C)S(=O)(=O)c1cccc(NC(=O)c2sccc2-c2ccccc2)c1	-4	-1	2	-6	-4	-0.3	1	-3	-1	2
OC(COCc1ccccc1)CN1CCN(Cc2ccc3c(c2)OCO3)CC1 (centres undefined)	4	-1	0	-3	3	0.8	5	8	-1	0
CCOC(=O)CSc1nc2sc3c(c2c(=O)n1-c1ccccc1)CCN(C)C3	-3	1	1	5	-6	-1.8	-5	-3	2	2
CC(=O)N1N=C(c2cccnc2)OC1c1ccc(C(C)C)cc1 (centres undefined)	1	-2	0	-1	-4	-0.3	3	5	-2	0
O=C(O)CC/C(=N\NC(=O)c1ccccc1)c1cccs1	1	-5	5	-2	-7	0.5	2	5	0	-3
CC1CC(C)CN(S(=O)(=O)c2cccc(C(=O)OCCN3CCCC3=O)c2)C1 (centres undefined)	-10	7	-4	7	-10	0.6	2	-9	-8	4
O=C(O)c1ccc(S(=O)(=O)N(Cc2ccccc2)C2CCCCC2)cc1	-4	0	2	-1	2	-0.4	-9	4	4	-2
Cc1ccc(-c2nc(-c3ccncc3)no2)cc1Cl	0	-2	-2	1	-9	2.0	1	-4	2	0
CCN1CCN(c2ccc(S(=O)(=O)N3CCCCC3)cc2N)CC1	-3	0	-4	5	-6	-0.1	8	4	-4	3
Cc1ccccc1CSCC(=O)Nc1ccccc1Br	-3	-4	-1	3	14	-0.2	2	-5	0	1
COC(=O)CNc1nc(Cl)nc(Nc2ccc(C)cc2)n1	-1	2	-1	4	4	0.0	-3	3	-2	-2
COC(=O)c1n[nH]n(-c2ccc(F)c(Cl)c2)c1=O	-2	-3	5	5	0	-0.7	9	3	-1	3
O=c1[nH]ncc2c3ccccc3n(Cc3ccccc3F)c12	4	1	1	-4	-11	-0.8	5	7	-3	0
Cc1cc(=O)oc2cc(NC(=O)C(C)Oc3ccc(F)cc3)ccc12 (centres undefined)	-5	-3	4	-4	5	2.6	-2	1	1	2
COc1ccc(S(=O)(=O)/C(C#N)=C/Nc2cccc(OC)c2)cc1	1	6	-2	3	8	-0.3	3	-5	-4	4
Cc1[nH]c2ccc(F)cc2c1CCN(Cc1cccnc1)C(=S)Nc1ccc(F)cc1	6	-3	15	3	-4	0.2	6	6	-1	-6
CN(C)CCNc1cc(-c2ccncc2)nc2ccccc12	6	4	3	4	12	3.4	-3	-6	-3	-1
O=C1CC(c2ccccc2)c2ccc(O)cc2O1 (centres undefined)	1	-2	14	-3	5	0.1	4	0	0	-1
O=C(COc1ccccc1)Nc1nc2c(s1)CCCC2	-2	0	2	0	1	0.2	2	-11	-5	-1
Cc1ccc(NC(=O)c2sc3ncn(CC(=O)N4CCOCC4)c(=O)c3c2C)c(Br)c1	-2	-2	4	-7	-4	0.3	5	7	2	-2
COc1ccc(CCNC(=O)c2ccc(Cl)c(S(=O)(=O)N(C)c3ccccc3)c2)cc1	4	-4	-9	0	-2	0.4	4	7	-2	-2
N#C/C(=C1/C(=O)Nc2ccc(Br)cc21)c1ccccn1	9	3	-4	-4	-7	0.9	-5	1	1	4
COC(=O)[C@@H](N[C@H](/C=C/c1ccccc1)[C@@H](O)Cc1ccccc1)c1ccccc1	3	-2	4	3	8	0.2	-2	-4	1	-1
COc1ccc(OC)c(C(=O)COC(=O)c2c(OC)cccc2OC)c1	-4	4	5	2	2	0.3	5	-4	3	1
CCOC(=O)/C(C#N)=C/c1ccc(OCC(=O)Nc2cc(C)ccc2C)c(OC)c1	6	0	-1	-7	3	-0.5	3	-7	3	1
Cc1cc(C)c(NC(=O)CSCc2nc3sc(C)c(C)c3c(=O)[nH]2)c(Cl)c1	-5	-2	-49	-8	9	0.8	1	-10	1	14
Cc1ccc(S(=O)(=O)NNC(=S)Nc2ccc(Cl)cc2)cc1	-1	-1	10	2	-2	-0.3	-2	2	2	-2
O=C(Nc1ccc2c(c1)OCO2)N1CCN(S(=O)(=O)c2ccc(Cl)cc2)CC1	0	-1	2	-6	-4	0.9	1	1	0	-1
COc1ccc(C)cc1S(=O)(=O)Nc1ccc(-n2c(C)nc3ccccc3c2=O)cc1	-3	-1	-7	0	7	-0.2	-1	5	4	1
CC1(c2nnc(-c3ccncc3)o2)CC(c2cccnc2)=NO1 (centres undefined)	-3	-2	2	-2	4	0.5	-3	2	-1	-4
CCOC(=O)[C@]12CCCC=C1N(Cc1ccco1)C(=O)[C@H](CC(=O)N1CCCCC1)C2	-3	-1	9	-2	7	0.4	-2	5	-6	2
Cc1ccc(NC(=O)CSCC(=O)N=c2sccn2C)cc1	12	2	0	0	4	0.4	4	-6	-10	3
C[C@@H]1CN([C@@H](C)CO)C(=O)c2cc(Br)cnc2O[C@H]1CN(C)C(=O)CN1CCOCC1	14	-1	7	3	-1	0.9	-4	2	3	-1
CCn1cc(CN2CCCC(C(=O)Nc3cccc(-c4cc5ccccc5[nH]4)c3)C2)cn1 (centres undefined)	4	3	2	2	3	0.6	3	-4	-5	0
c1ccc(OCc2nn3c(-c4ccco4)nnc3s2)cc1	5	-4	-5	3	-12	0.1	1	11	1	0

Screening data from PubChem.
